CSN deneddyl inh: CSN deneddylation inhibition. 0.38% of 360,000 active. Q92905. Purified CSN, SCF-Nedd8-OG deneddylation, fluorescence polarization. AID 651999. inhibition, % at 12.5 µM;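 active = pattern-corrected inhibition above about 35%, with an unprinted fluorescence ratio check between 0.5 and 1.5, limit read from the data, passing the limit was not always enough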;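 also: 0% = enzyme with substrate and 100% = substrate without enzyme; some results filed as inactive read as strong as hits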
Target sequence (Q92905 whole entry, looked up, one chain of several): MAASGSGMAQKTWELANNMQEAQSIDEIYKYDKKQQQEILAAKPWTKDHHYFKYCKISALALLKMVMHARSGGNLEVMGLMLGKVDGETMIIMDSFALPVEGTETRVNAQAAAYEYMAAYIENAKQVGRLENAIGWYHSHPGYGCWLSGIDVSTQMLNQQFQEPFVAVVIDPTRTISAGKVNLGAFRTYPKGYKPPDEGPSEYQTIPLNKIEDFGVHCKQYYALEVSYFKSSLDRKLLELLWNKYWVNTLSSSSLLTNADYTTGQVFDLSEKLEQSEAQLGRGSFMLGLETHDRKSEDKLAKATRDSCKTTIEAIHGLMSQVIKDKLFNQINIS
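assay system = purified human Csn5 enzyme expressed in HEK293T cells | amount = 0.24 nM enzyme | buffer or medium = Tris/NaCl/DTT buffer, pH 7.5 | reagent = 10 nM SCFSkp2-Nedd8OG | compound = one concentration, 12.5 µM, 0.25% DMSO | times = 90 min reaction at room temperature | signal = FP | read-out basis = % inhibition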
NadD block: inhibitors of Staphylococcus aureus NadD; purified NadD enzyme, colorimetric absorbance read-out; inhibition, % at 20 µM; 0.78% of 360,000 active; AID 602399; in the data active = inhibition above about 26%; also: some compounds past the cut are filed as inactive
PABP1 MLLE inh: inhibitors of microRNA-mediated deadenylation, human PABP1 MLLE binding; 0.36% of 360,000 active; GST-MLLE / FITC-PAM2 fluorescence polarization; P11940; inhibition, % at 20 µM; AID 588489; in the data active = inhibition above about 35%, passing the limit was not always enough;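 also: plate controls were DMSO wells with GST-MLLE for no effect and wells lacking GST-MLLE protein for full effect; some results filed as inactive read as strong as hits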
Scp-1 inhibitor: blocks human Scp-1 phosphatase activity | Recombinant Scp1, phosphopeptide, malachite green phosphate absorbance | 0.88% of 340,000 active | AID 493091 | inhibition, % at 20 µM | Q9GZU7;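 active = inhibition above about 50% at 20 µM, limit read from the data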;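 also: plate controls were DMSO wells with enzyme for no effect and wells lacking enzyme for full effect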
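Test system – truncated SCP-1 phosphatase (76-261aa) · Reagent – Phosphorylated 17-residue peptide substrate · Incubation – 45 min room-temperature reaction, 5 min colour, 30 min stabiliser · Detection – colorimetric phosphate reagent with accelerator and stabiliser, absorbance at 630 nm · Measure – % inhibition at 20 µM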
LMPTP block: blocks human LMPTP phosphatase; P24666; recombinant LMPTP-A, OMFP fluorogenic substrate, fluorescence intensity; inhibition, % at 20 µM; 0.22% of 360,000 active; AID 651560;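 active = compounds that cut the enzyme signal by at least half of the control window in the single-dose screen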;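 also: plate controls were DMSO wells with enzyme plus substrate for no effect and substrate without enzyme for full effect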
Target sequence (P24666 whole entry, looked up): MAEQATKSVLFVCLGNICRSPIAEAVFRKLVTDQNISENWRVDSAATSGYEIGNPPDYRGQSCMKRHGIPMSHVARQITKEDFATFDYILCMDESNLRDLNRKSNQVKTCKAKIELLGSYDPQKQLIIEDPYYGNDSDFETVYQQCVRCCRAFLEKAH
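Test system – LMPTP-A phosphatase enzyme · Quantity – 0.625 nM LMPTP-A final · Reagent – OMFP substrate, 400 µM final · Dosing – one test concentration per compound, 20 µM, with 3% DMSO overall · Timing – 50 min enzyme reaction at room temperature, protected from light · Detection – fluorescence intensity · Controls – substrate-only low control, DMSO enzyme-plus-substrate high control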
SUMO1-SIM PPI: modulators of human SUMO1-mediated protein-protein interactions; P63165; SUMO1 binding to a labelled peptide, TR-FRET, 1 h; inhibition, % at 20 µM; 0.33% of 360,000 active; in the data active = inhibition above about 37%
Target sequence (P63165 whole entry, looked up): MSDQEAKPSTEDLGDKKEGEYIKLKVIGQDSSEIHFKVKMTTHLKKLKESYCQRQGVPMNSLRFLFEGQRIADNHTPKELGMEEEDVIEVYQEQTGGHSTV
TbMetRS inhib: blocks T. brucei methionyl-tRNA synthetase activity. 0.4% of 360,000 active. inhibition, % at 11.9 µM. purified T. brucei MetRS, ATP depletion, Kinase-Glo luminescence;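 active = inhibition above a per-plate cutoff of the control wells' mean inhibition plus 3 SD, cut at about 5.5% in these data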;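 also: 0% = DMSO wells median and 100% = median of wells with control inhibitor compound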
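assay system = parasite MetRS enzyme | timing = 15 min preincubation, 2 h reaction, all 25 °C | evaluation = percent inhibition relative to median high and low control wells | medium = HEPES buffer containing pyrophosphatase, BSA, spermine, DTT | compound = single dose, 11.9 µM final nominal, 0.9% final DMSO | detection = Kinase-Glo luminescence, ATP depletion format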
DNMT1 inh: inhibitors of human DNMT1. DNMT1 molecular beacon, Hinp1I cleavage, fluorescence. AID 588458. inhibition (reported as % activation of signal), % at 10 µM. 0.83% of 360,000 active; in the data active = inhibition above about 50%
STEP inh: blocks human striatal-enriched tyrosine phosphatase. P54829. recombinant STEP, OMFP fluorogenic substrate, fluorescence. inhibition, % at 20 µM. 0.25% of 360,000 active. AID 588621;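 active = inhibition at 20 µM, scaled per plate between control wells, above about 37%, limit read from the data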;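 also: 0% = DMSO with enzyme and substrate and 100% = substrate only without enzyme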
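Measure: Control-normalized % inhibition with plate pattern correction | Test system: STEP phosphatase, cell-free reaction | Medium: pH 6.0 Bis-Tris with DTT and Tween 20 | Technique: Fluorescence, 480/540 nm | Times: Reaction 20 min, ambient temperature | Doses: Single compound dose of 20 µM, 1% DMSO final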
Rpn11 block: blocks the human proteasome subunit Rpn11 | human 26S proteasome, Ub4-pepOG fluorescence polarization; 20S core pre-blocked with epoxomicin | calls only at 20 µM | 0.59% of 360,000 active | AID 588493;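 active = inhibition at 20 µM, scaled to each plate's controls, above about 33%, limit read from the data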
Target sequence (O00487 whole entry, looked up): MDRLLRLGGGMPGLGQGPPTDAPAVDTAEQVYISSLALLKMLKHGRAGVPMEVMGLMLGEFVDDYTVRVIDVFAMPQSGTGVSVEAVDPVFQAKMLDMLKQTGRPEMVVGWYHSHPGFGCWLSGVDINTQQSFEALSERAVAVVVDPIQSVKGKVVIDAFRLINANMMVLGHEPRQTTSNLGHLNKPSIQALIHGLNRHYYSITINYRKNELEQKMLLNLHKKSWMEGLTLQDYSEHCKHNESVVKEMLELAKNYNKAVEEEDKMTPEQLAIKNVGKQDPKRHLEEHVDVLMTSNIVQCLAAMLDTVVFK
Numbers without * were called inactive; i = inactive; nt = not tested or not shown.

SMILES | CSN deneddyl inh | NadD block | PABP1 MLLE inh | Scp-1 inhibitor | LMPTP block | SUMO1-SIM PPI | TbMetRS inhib | DNMT1 inh | STEP inh | Rpn11 block
O=C1CC(N2CCN(c3ccccc3)CC2)C(=O)N1c1cccc(Br)c1 (stereo not drawn) | -2 | 4 | -4 | -2 | -0.4 | 2 | -0.4 | -1 | -2 | i
CCOC(=O)CNC(=O)c1ccc2[nH]c3ccccc3c2c1 | -8 | -9 | 2 | -8 | -0.4 | -4 | -0.3 | 2 | 1 | i
Cc1cccc(C)c1NC(=S)N(CCCN1CCCCC1)Cc1ccco1 | 2 | -3 | 16 | -5 | 0.1 | 3 | -0.4 | -1 | 15 | i
Oc1ccc(C=Nc2cccc3ccccc23)c(O)c1 | 10 | 7 | 0 | -7 | 1.3 | -12 | 1.1 | -65 | 6 | i
COc1cc(/C=C(\C#N)c2ccccn2)ccc1OCC(=O)Nc1ccc(Br)cc1 | 0 | -1 | 9 | -8 | -0.3 | 4 | 0.7 | -1 | 1 | i
Cc1ccc(Cl)cc1NC(=O)CN1CCN(S(=O)(=O)N2CCC(C)CC2)CC1 | -2 | -2 | -10 | -2 | -0.2 | -1 | 0.4 | 1 | 1 | i
COc1ccccc1C(CC(=O)O)NS(=O)(=O)c1ccc2c(c1)N(C(C)=O)CC(C)O2 (stereo not drawn) | 2 | 1 | 9 | 12 | 0.6 | -4 | 1.1 | 1 | 0 | i
CCCCc1ccc(/C=C2/C(=O)ON=C2c2ccccc2)s1 | -12 | 17 | 14 | -1 | -0.1 | -3 | -2.0 | 12 | 0 | i
Cc1ccccc1CNS(=O)(=O)c1ccccc1[N+](=O)[O-] | -7 | -7 | -2 | -3 | -1.9 | -14 | -0.8 | -1 | -2 | i
Nc1ccc(-c2n[nH]c(=O)c3ccccc23)cc1N | 7 | 0 | -28 | 0 | 6.3 | -6 | -0.9 | -8 | 0 | i
COc1ccnc(NCc2cccnc2)c1C#N | -4 | 1 | -2 | 0 | -0.8 | -1 | -1.5 | 3 | 0 | i
O=C(O)COCC(=O)N1CCN(C2c3ccccc3-c3ccccc32)CC1 | 1 | -4 | -8 | -8 | -1.1 | 3 | -0.7 | 2 | 4 | i
CC(C(=O)Nc1ccc(Cl)cc1)c1ncc(C(F)(F)F)cc1Cl (stereo not drawn) | 0 | -7 | -1 | -6 | 2.3 | 3 | 0.7 | -6 | -1 | i
CCNC(=S)NNC(=O)c1cc(C2CC2)nc2ccccc12 | 4 | -1 | -4 | -4 | -2.4 | 1 | 1.2 | 2 | 3 | i
NC(=O)c1ccc(NC(=O)CNCc2ccccc2Cl)cc1 | 3 | 9 | -4 | -5 | 1.0 | 0 | -0.2 | -5 | 1 | i
CCOC(=O)c1cn(-c2ccc([N+](=O)[O-])cc2)c2cc(Cl)c([N+](=O)[O-])cc2c1=O | 2 | 10 | -4 | 0 | -1.1 | -2 | -1.3 | 11 | 3 | i
COc1cccc(C2=NOC(C(=O)Nc3ccc(C(C)=O)cc3)C2)c1 (stereo not drawn) | -7 | -1 | -13 | -4 | 0.0 | -5 | -1.2 | -1 | 0 | i
Cc1ccc(/C=C(\C#N)C(=O)NCC2CCCO2)o1 (stereo not drawn) | -4 | -1 | 20 | 1 | 0.2 | -10 | -0.4 | -4 | 1 | i
O=C(NCC1CCCCC1)c1cccc(S(=O)(=O)N2CCCC2)c1 | -3 | -3 | 1 | 5 | -0.5 | 0 | -0.1 | 2 | 1 | i
CC(C)c1ccc(NC(=O)COc2ccc(C3SCCS3)cc2)cc1 | 1 | -4 | -11 | -9 | 0.6 | 1 | -0.4 | -3 | 4 | i
Cc1nn(S(=O)(=O)c2ccc(F)cc2)c(C)c1S(=O)(=O)N1CCOCC1 | -4 | -1 | 14 | 0 | -4.3 | 0 | -0.7 | 0 | -2 | i
COc1ccc(CCNC(=O)c2ccc3c(c2)NC(=O)C(N2CCOCC2)S3)cc1OC (stereo not drawn) | 5 | 6 | -8 | 0 | -2.6 | 1 | -0.5 | -2 | 6 | i
COc1cccc(C(=O)Nc2cc3c(cc2C(C)=O)OCCO3)c1 | -2 | -9 | 14 | -37 | 0.9 | 3 | -1.0 | 1 | -2 | i
CCC(=O)Nc1nc(CC(=O)Nc2ccccc2OC)cs1 | 1 | 1 | -9 | -4 | -2.5 | 1 | -0.6 | -3 | -3 | i
O=C(COC(=O)c1ccc(O)cc1)Nc1cc(S(=O)(=O)N2CCCCCC2)ccc1Cl | -4 | -13 | -4 | nt | 0.7 | 10 | 0.0 | 2 | -2 | i
O=C(NCC1COc2ccccc2O1)C1CCN(S(=O)(=O)c2ccccc2)CC1 (stereo not drawn) | 2 | -3 | 7 | -10 | -1.5 | 0 | -0.4 | 0 | 2 | i
CCC(CC)NC(=O)c1cc([N+](=O)[O-])ccc1N1CCOCC1 | 2 | -3 | 3 | -1 | 0.3 | -12 | 0.1 | 4 | -2 | i
CSc1nc(N)nc(C(C)C)n1 | 0 | -5 | -5 | -11 | -1.6 | -3 | -0.5 | 3 | -2 | i
COc1ccccc1N1CCN(CCN2C(=O)C3CCCCN3C2=O)CC1 (stereo not drawn) | 3 | 2 | 5 | -7 | -0.7 | 6 | -0.9 | -3 | -5 | i
O=S(=O)(O)c1cc(Cl)cc(N=Nc2ccc(O)cc2O)c1O | 25 | 9 | 7 | 73* | 50* | -14 | -0.5 | 68* | 3 | i
CC(OC(=O)CCNS(=O)(=O)c1ccc(Cl)cc1)C(=O)N(C)Cc1ccccc1 (stereo not drawn) | -1 | -5 | 2 | nt | -1.2 | 0 | 0.0 | 3 | -4 | i
COc1ccc(C(=O)N/N=c2\oc3ccccc3cc2C(=O)NCc2ccccc2)cc1 | 1 | 1 | -6 | -11 | 5.8 | -5 | 0.5 | -7 | 3 | i
CCOC(=O)C1CCCCN1S(=O)(=O)c1cc2c(cc1C)NC(=O)CO2 (stereo not drawn) | 3 | -2 | -6 | -10 | -2.2 | 4 | 0.7 | 2 | -2 | i
CCC(C)NC(=O)C(=O)NCC1CCCN1CC (stereo not drawn) | -2 | 4 | -2 | -5 | -0.3 | 1 | -0.1 | 0 | -4 | i
O=[N+]([O-])c1cccc(-c2c(-c3ccccc3)ncc3ccc(F)cc23)c1 | -2 | 7 | -43 | 14 | -0.4 | -12 | -0.1 | -1 | 3 | i
CCN(CC)S(=O)(=O)c1ccc(Cl)c(NC(=O)COC(=O)c2ccc(O)cc2)c1 | 0 | -9 | 4 | -3 | 0.3 | 12 | -0.5 | -4 | -3 | i

Ordered by number of heavy atoms (smallest number first): some entries from above
SMILES | CSN deneddyl inh | NadD block | PABP1 MLLE inh | Scp-1 inhibitor | LMPTP block | SUMO1-SIM PPI | TbMetRS inhib | DNMT1 inh | STEP inh | Rpn11 block
CCC(=O)Nc1nc(CC(=O)Nc2ccccc2OC)cs1 | 1 | 1 | -9 | -4 | -2.5 | 1 | -0.6 | -3 | -3 | i
CCC(CC)NC(=O)c1cc([N+](=O)[O-])ccc1N1CCOCC1 | 2 | -3 | 3 | -1 | 0.3 | -12 | 0.1 | 4 | -2 | i
COc1ccc(CCNC(=O)c2ccc3c(c2)NC(=O)C(N2CCOCC2)S3)cc1OC (stereo not drawn) | 5 | 6 | -8 | 0 | -2.6 | 1 | -0.5 | -2 | 6 | i

(next part)
SMILES | CSN deneddyl inh | NadD block | PABP1 MLLE inh | Scp-1 inhibitor | LMPTP block | SUMO1-SIM PPI | TbMetRS inhib | DNMT1 inh | STEP inh | Rpn11 block
Cn1cc([N+](=O)[O-])c(C(=O)NCc2ccccc2)n1 | -4 | -6 | -23 | 20 | -0.4 | -9 | -0.7 | -1 | -1 | i
N#C/C(=C\c1ccc(O)c(O)c1)C(=O)Nc1cccc2ncccc12 | -43 | 86* | -57 | 28 | 66* | 7 | 0.6 | 16 | 0 | i
Cc1[nH]nc2c1/C(=N\O)CC(C)(C)C2 | 2 | -1 | 11 | -2 | -1.3 | 0 | -0.8 | 0 | -1 | i
CCOC(=O)C(=CNc1cccc(N)n1)C(=O)OCC | -1 | -8 | -1 | -9 | 0.1 | 4 | 0.1 | -2 | -1 | i
CCN=C1SC(C(=O)Nc2cccc(Br)c2)CC(=O)N1CC (stereo not drawn) | -1 | 1 | 7 | -6 | 0.1 | -1 | 1.1 | -3 | 0 | i
Cc1ccccc1-n1c(SCC(=O)N(C)C2CCS(=O)(=O)C2)nnc1-c1ccncc1 (stereo not drawn) | -7 | 0 | -12 | 1 | -0.5 | 1 | 0.0 | -4 | 2 | i
O=C(NCCNC(=O)c1ccc(F)cc1)c1ccc(F)cc1 | 2 | -6 | -14 | -6 | -1.2 | 7 | -0.1 | 3 | 0 | i
CCCCC(=O)N(c1ccc(C(=O)O)cc1)c1nc(-c2ccc(Cl)cc2)c(CC)s1 | 1 | 1 | -7 | -3 | 0.0 | 1 | 0.7 | 0 | 1 | i
O=C1NC[C@H](CCCCN2C[C@H](Cc3ccc(O)cc3)N(Cc3ccccc3)C(=O)C2=O)N(Cc2ccccc2)C1=O | 5 | 15 | nt | nt | -1.8 | -3 | 0.1 | nt | nt | nt
Cc1cccc(NC(=O)c2cc([N+](=O)[O-])ccc2Cl)c1O | -4 | -5 | -4 | -3 | -0.5 | -15 | 0.0 | -2 | -2 | i
CCOC(=O)N1CCN(C(=O)CN(C)S(=O)(=O)c2ccc3c(c2)C(C)(C)C(=O)N3C)CC1 | 0 | 1 | 10 | -6 | -0.2 | -1 | -0.6 | 2 | 0 | i
O=C1Nc2ccccc2N(O)N1c1cc(-c2cccc(Cl)c2)no1 | -8 | 13 | -3 | -7 | -0.9 | 1 | -0.6 | 0 | -3 | i
COc1ccc(CN2C(=O)c3ccccc3C(/C=N/OCc3ccc(Cl)cc3)C2=O)cc1 (stereo not drawn) | -3 | 16 | -4 | -16 | 2.7 | 3 | -1.5 | -32 | 6 | i
COc1ccc(CCNC(=O)c2cn(C)c3ccc(S(=O)(=O)N4CCOCC4)cc3c2=O)cc1OC | 7 | 2 | 2 | 4 | 0.5 | -1 | 0.5 | 0 | 0 | i
CC(O)c1nc2ccccc2n1C(C)c1ccccc1 (stereo not drawn) | -4 | -10 | -2 | 1 | 1.8 | 4 | -0.6 | 1 | 0 | i
Nc1ncnc2c1ncn2[C@@H]1O[C@H](CNCc2c(OCc3ccccc3F)ccc3ccccc23)[C@@H](O)[C@H]1O | -5 | -8 | 11 | 4 | 0.1 | -27 | -1.0 | 1 | 0 | i

High-throughput results: PubChem BioAssay, several laboratories
